# aSyn 5UTR inh = 5' untranslated region of α-synuclein, MLPCN primary screen | inhibition, % (tested at 7.5 µM) | alpha-synuclein 5'UTR reporter, inhibitor activity | actives 0.82% (n = 300,000); in the data active means inhibition above about 60%;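 further: H4 neuroglioblastoma cells stably carrying SNCA 5'UTR luciferase fusion; 0% = DMSO wells and 100% = positive control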
# KLF5 inh = suppresses KLF5 promoter-driven expression; DLD-1 KLF5 promoter-luciferase reporter, luminescence; inhibition, % at 5 µM; actives 0.23% (n = 290,000);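 active means inhibition above a per-plate limit of that plate's mean compound inhibition plus 3 SD, cut at about 60% in these data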;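 further: 0% = DMSO wells and 100% = LY294002 at 200 µM; higher means less KLF5 promoter-driven luciferase light; inactives centre near -14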
# GSK3 alpha inh = inhibitors of human GSK-3 alpha kinase; P49840; ADP-Glo luminescence, 60 min; inhibition, % at 10 µM; actives 0.1% (n = 320,000); AID 2650;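 in the data active means inhibition above about 50%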;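 further: GST-tagged GSK-3 alpha with peptide substrate and 25 µM ATP; 0% = DMSO neutral wells and 100% = GW8510 positive control wells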
# Target sequence (P49840 whole entry, looked up): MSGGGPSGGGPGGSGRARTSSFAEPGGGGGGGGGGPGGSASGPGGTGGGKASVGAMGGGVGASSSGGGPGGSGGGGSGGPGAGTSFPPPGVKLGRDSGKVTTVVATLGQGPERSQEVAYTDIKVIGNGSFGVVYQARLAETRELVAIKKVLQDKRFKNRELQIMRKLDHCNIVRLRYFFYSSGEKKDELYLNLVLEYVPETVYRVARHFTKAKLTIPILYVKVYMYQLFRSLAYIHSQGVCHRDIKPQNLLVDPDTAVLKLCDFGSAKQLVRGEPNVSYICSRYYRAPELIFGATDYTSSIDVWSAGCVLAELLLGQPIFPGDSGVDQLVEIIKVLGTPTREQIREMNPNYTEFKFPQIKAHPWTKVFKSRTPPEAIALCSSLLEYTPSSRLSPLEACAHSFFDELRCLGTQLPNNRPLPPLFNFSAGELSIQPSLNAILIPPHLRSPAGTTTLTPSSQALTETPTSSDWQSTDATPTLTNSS
# GSK3B inh = human GSK3beta kinase inhibition. actives 0.038% (n = 300,000). activity score (negative = inhibition), % at 10 µM. AID 2097. GST-GSK3beta kinase, ADP-Glo luminescence, 60 min; active compounds read low;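 active means more than half of replicate wells score below -50%, meaning over 50% inhibition versus plate controls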;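 further: 0% = median DMSO wells and -100% = median GW8510 positive control wells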
# Target sequence (P49841 whole entry, looked up): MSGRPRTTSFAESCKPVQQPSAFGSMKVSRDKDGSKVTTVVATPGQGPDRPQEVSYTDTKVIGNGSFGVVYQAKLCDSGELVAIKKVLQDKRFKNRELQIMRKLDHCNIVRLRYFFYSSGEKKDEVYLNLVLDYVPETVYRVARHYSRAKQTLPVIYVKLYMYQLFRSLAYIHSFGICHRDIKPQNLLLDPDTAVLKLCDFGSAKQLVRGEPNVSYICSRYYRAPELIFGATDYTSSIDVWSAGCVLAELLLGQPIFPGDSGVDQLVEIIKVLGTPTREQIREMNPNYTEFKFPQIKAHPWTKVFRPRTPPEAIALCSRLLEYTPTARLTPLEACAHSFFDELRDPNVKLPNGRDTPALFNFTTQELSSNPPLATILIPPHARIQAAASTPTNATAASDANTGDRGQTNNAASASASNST
#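 test system = GST-tagged human GSK3beta kinase, cell-free | reagent = 25 µM ATP with peptide substrate | dosing = one dose of 10 µM per compound | schedule = 60 min reaction, RT | detection = luminescent ADP-Glo measurement of ADP formed | control set = DMSO neutral wells and GW8510 at 20 µM as positive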
# HIF act = HIF pathway transcriptional activation | U2OS HRE-luciferase reporter, luminescence; normalized: DMSO 0%, desferrioxamine 100% | activation, % at 7.5 µM (by protocol) | actives 0.32% (n = 300,000) | AID 1910;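 active means mean activation of at least 10% of the iron chelator positive control signal, with at least half of replicates also reaching 10%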
# IEC-6 cytotox = IEC-6 cytotoxicity, counter-screen for KLF5 inhibitors; inhibition, % at 5 µM; actives 0.78% (n = 290,000); luminescence viability; AID 1825; in the data active means inhibition above about 22%;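 further: 0% = plate median of test compound wells and 100% = cytotoxic reference compound wells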
# HSF1 activator = increases HSF-1 driven luciferase reporter signal; NIH3T3-HGL HSF-1 luciferase reporter, MG132, 8 h; 100% = twice DMSO control signal; activation, % at 9 µM; actives 1.7% (n = 300,000);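 active means mean replicate activation of at least 50% with a set share of replicates each reaching 50%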;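 further: 0% = median of the neutral control wells and 100% = twice that signal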
# HSP90 inh = inhibitors of HSP90 luciferase refolding in rabbit reticulocyte lysate; actives 0.91% (n = 290,000); inhibition, % at 5.6 µM; luciferase refolding luminescence, 3 h; AID 1789;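 active means inhibition above the screen-wide mean plus 3 SD, computed separately per campaign, cut at about 16% in these data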;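 further: 0% = DMSO wells and 100% = 60 µM geldanamycin wells; inhibitors lower the luminescence because luciferase stays unfolded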
# HSF1 inh = HSF1 inhibition; activity change, negative = inhibition, % at 7.5 µM (by protocol); NIH3T3-HGL HSE-luciferase, MG132-induced, luminescence 8 h; active compounds read low; actives 0.77% (n = 300,000); AID 2098;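 active means more than half of replicate wells show activity change below -50%, luminescence cut by over half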;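 further: luciferase reports HSF-1 transcriptional activity via heat shock element; 0% = median of DMSO wells and -100% = zero luminescence signal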
# AI-2 QS modul = modulators of Vibrio harveyi AI-2 quorum sensing system; activity change, % at 7.5 µM; Vibrio harveyi JMH597 AI-2 luminescence/OD600 ratio, 9 h; active compounds read low; strain lacks LuxN and CqsS sensors; 0 = neutral-control median; actives 0.4% (n = 300,000); in the data active means activity change below about -75%, passing the limit was not always enough;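 further: luminescence divided by OD600 gain over 9 h not by final OD600 alone; inactives centre near 13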
# * = called active by the depositor; nt = no result given.
SMILES,aSyn 5UTR inh,KLF5 inh,GSK3 alpha inh,GSK3B inh,HIF act,IEC-6 cytotox,HSF1 activator,HSP90 inh,HSF1 inh,AI-2 QS modul
O=C(Nc1ccc(Cl)c([N+](=O)[O-])c1)c1ccco1,-67,-49,2,2,-3.4,4,0,0,2,7
CCOc1ccc2nc(COC(=O)c3cccs3)c(C(=O)c3ccccc3)[n+]([O-])c2c1,-28,9,-1,4,3.1,-1,-20,0,-16,7
COc1ccccc1CCNC(=O)CCn1c(=O)oc2ccccc21,-8,-3,1,-3,0.1,-6,8,-5,5,15
Cc1ccc(SC(=O)c2c([N+](=O)[O-])c(C)nn2C)cc1,-19,13,-9,1,-0.2,4,-2,1,7,15
Cc1cc(C(=O)OCCN2C(=O)c3ccccc3C2=O)c2ccccc2n1,-18,-5,-1,-31,-0.1,-1,21,-4,7,16
CC1CCCCN1Cc1nc2ccccc2c(=O)[nH]1 (stereo unspecified),-27,-44,0,-3,0.1,-1,1,-1,-3,3
CCOc1ccc(CC(=O)NC2CCN(Cc3ccccc3)CC2)cc1,34,5,7,-2,0.6,5,-16,-2,-1,-1
CC(C)n1c(SCC(=O)Nc2ccccc2N2CCCCC2)nc2c1c(=O)n(C)c(=O)n2C,39,-30,-1,1,0.1,-5,nt,0,nt,13
Cc1c(OCC(=O)NCCN2CCOCC2)ccc2c3c(c(=O)oc12)CCC3,1,-9,0,4,0.3,-3,5,0,-1,25
COc1ccc(-n2c(C)cc(C(=O)CSc3nnc(-c4ccoc4C)n3C)c2C)cc1,-13,-17,5,0,-0.7,1,18,6,-1,16
COc1cccc(C(C(=O)NC2CCCC2)N(C(=O)c2ccco2)c2ccccc2)c1OC (stereo unspecified),-13,-25,0,nt,-0.4,5,-7,5,-1,nt
CCOC(=O)N1CCN(C(=O)c2ccc3nc(-c4ccccc4)c(-c4ccccc4)nc3c2)CC1,1,-40,-4,2,-0.7,3,16,0,-4,29
CCCn1c(SCC(=O)NNC(=O)c2ccc(C)cc2)nnc1C(C)C,0,-34,5,0,0.1,-1,0,-1,1,4
Cn1c(=O)c2c(-c3ccccc3)n(C3CCCCC3)cc2n(C)c1=O,-10,-17,-2,-1,-0.1,-3,-19,-2,3,6
O=C(NCCc1ccccc1)[C@@H]1CC=C[C@@H]2CCN(Cc3ccccc3)C(=O)[C@@H]21,7,nt,0,0,-0.2,nt,-3,nt,6,0
O=C(c1cn[nH]c1)c1cc(F)ccc1O,-12,3,4,-2,0.4,-3,-20,-1,-10,8
COc1ccc(/C=C/c2ccncc2)c2ccccc12,-3,19,-4,-1,-0.1,9,22,2,-4,12
Cc1cc(C(=O)Nc2c(C)n(C)n(-c3ccccc3)c2=O)cs1,-7,-7,-2,-3,-0.1,-1,-6,0,-6,7
CCS(=O)(=O)c1ccc2c(c1)NC(=O)C(CCO)O2 (stereo unspecified),-1,-6,-3,-1,0.3,-3,45,-1,16,18
O=C(OCC(=O)N1CCCC1)c1cc([N+](=O)[O-])ccc1Cl,0,-6,-2,-2,-0.2,-4,-5,0,-3,19
COc1cccc(/C=N/NC(=O)CNC(=O)c2cccs2)c1O,16,-6,-2,-3,0.9,-8,4,8,4,25
CCOC(=O)CSc1n[nH]c(-c2cccnc2)n1,-27,-21,-3,-7,0.0,4,-22,1,-2,4
Cc1ccccc1OCC(=O)Nc1cnn(CCCC(=O)O)c1,-13,-13,-1,nt,0.3,-1,-2,-1,-10,nt
O=C(COC(=O)c1cc[n+]([O-])cc1)Nc1ccccc1Cl,16,-12,0,0,1.0,-3,0,-6,-8,18
Cc1ccc(C2=[N+]([O-])C3(CCCCC/C3=N\NC(N)=S)N(O)C2(C)C)o1 (stereo unspecified),2,-25,0,3,-0.1,2,25,0,2,0
CCn1cc(C(=O)NCC2CCCO2)c(=O)c2cc(S(=O)(=O)N3CCCCCC3)ccc21 (stereo unspecified),21,5,0,3,-0.2,15,9,0,-3,23
Cc1ccc(NC(=O)C(=O)NCC2CCCO2)cc1 (stereo unspecified),-85,-96,0,-2,1.6,1,12,-2,19,17
CC1CC(C)(C)NC(=O)O1 (stereo unspecified),1,-6,1,-2,0.1,-2,-5,-2,5,15
O=C(CSc1nnc(-c2ccco2)o1)c1ccc[nH]1,-158,-94,1,-1,0.8,-5,5,-5,-4,6
CN(C(=O)COC(=O)c1ccc(=O)n(Cc2ccccc2)n1)C1CCS(=O)(=O)C1 (stereo unspecified),10,nt,0,1,-0.6,nt,8,nt,-4,-4
Cc1ccc(C)c(/C=N/Nc2ccccn2)c1,-139,-17,3,2,1.8,2,1,-2,-1,6
CCOC(=O)Nc1ccc(N2CCOCC2)c(S(=O)(=O)N2CCOCC2)c1,21,-30,0,-1,-0.7,-1,8,1,-3,-4
CC(=O)c1ccc2c(c1)OCCOCCOc1ccc(C(C)=O)cc1OCCOCCO2,-2,-9,3,-3,-0.4,0,11,1,0,18
O=C(NCCc1ccccc1)c1nc2nc(-c3cccs3)cc(C(F)(F)F)n2n1,-30,-16,1,2,2.1,6,6,-1,7,33
COC(=O)c1cc(S(=O)(=O)Nc2cc(S(=O)(=O)N(C)C)ccc2C)oc1C,5,0,0,2,-0.4,-3,25,-1,-3,3
O=C(Nc1ccccc1)Nc1cnccn1,-23,-14,1,3,0.2,3,-9,3,-2,11
CCC1CCCCN1CCCNC(=O)c1c(O)nc2c(C)cccn2c1=O (stereo unspecified),2,-5,1,1,0.0,-2,10,-1,-3,14
Cc1cccc(Cn2ncc(Cl)c(Cl)c2=O)c1,-30,-6,-3,0,-3.9,-5,23,0,25,-41
Cc1ccnc(NC(=O)c2ccc(COc3c(F)c(F)cc(F)c3F)o2)c1,3,-29,-2,-5,0.8,8,24,1,4,0
OC(Cn1ccnc1)c1ccc(Cl)cc1Cl (stereo unspecified),19,-12,-8,-3,-0.2,2,0,-2,2,18
Cn1c(CC2C(=O)Nc3ccc(Br)cc32)nc2ccccc2c1=O (stereo unspecified),-59,-28,4,2,0.2,1,-3,3,-2,12
Cc1ccc(SCC(=O)N(C)CC(=O)Nc2cccc(F)c2)cc1,-6,nt,0,0,-0.2,nt,15,nt,6,2
CCOC(=O)C1CCN(c2ncnc3c2c(-c2ccccc2)cn3-c2ccccc2)CC1,-9,-35,0,2,-0.7,-4,23,-2,2,11
CC(C)NC(=S)NN=C1CCCCCCCCCCC1,23,-15,1,1,0.1,-7,-3,3,-1,9
CCC(C)[C@H](NC(=O)N1CC(=O)Nc2ccccc21)C(=O)N[C@H](Cc1c[nH]c2ccccc12)C(=O)O (stereo partly specified),10,-11,-3,3,-0.1,0,-19,1,-5,38
COCC(C)NC(=O)C(C)Oc1ccccc1 (stereo unspecified),-10,3,2,-2,-0.1,-1,-4,2,-6,7
O=C(Nc1ccc(NC(=O)c2ccco2)nc1)c1ccccn1,19,-164,3,-1,-1.5,-4,26,11,14,24
CC(=O)Nc1cccc(CCc2nc3ccccc3[nH]2)c1,-39,-59,-1,-1,1.5,1,21,0,11,7
CCOc1ccccc1N1CC(C(=O)Nc2ccc(S(=O)(=O)N3CCCCC3)cc2)CC1=O (stereo unspecified),15,nt,-1,-2,-0.8,nt,-6,nt,9,30
CCCCCNC(=O)Cc1ccc(S(=O)(=O)N2CCOCC2)s1,-6,nt,0,4,-0.3,nt,-2,nt,-1,17

# Reprinted from the part before: 2 entries; new compounds follow.
SMILES,aSyn 5UTR inh,KLF5 inh,GSK3 alpha inh,GSK3B inh,HIF act,IEC-6 cytotox,HSF1 activator,HSP90 inh,HSF1 inh,AI-2 QS modul
CCOc1ccccc1N1CC(C(=O)Nc2ccc(S(=O)(=O)N3CCCCC3)cc2)CC1=O (stereo unspecified),15,nt,-1,-2,-0.8,nt,-6,nt,9,30
CCCCCNC(=O)Cc1ccc(S(=O)(=O)N2CCOCC2)s1,-6,nt,0,4,-0.3,nt,-2,nt,-1,17
CS(=O)(=O)N(CC(=O)Nc1ccc(F)cc1F)C1CCCCC1,5,-60,-1,4,0.4,3,-1,1,0,5
CSCC(NS(=O)(=O)c1ccc(C)cc1)C(=O)O (stereo unspecified),14,-27,-2,-2,-0.2,-9,12,-3,3,19
O=C(Nc1ccc2c(c1)OCO2)c1cnn2cccnc12,-141,-122,3,-2,1.6,0,23,7,10,10
CCNC(=O)c1ccccc1NC(=O)c1cccc(S(=O)(=O)N2CCOCC2)c1,13,9,8,-3,-0.3,-8,-10,6,4,9
CC(c1nccs1)N(C)C(=O)CCc1nnc(Cc2c[nH]c3ccccc23)o1 (stereo unspecified),19,-31,-4,0,nt,1,nt,6,nt,21
O=C1OC(c2ccccc2)c2ccc3ccccc3c21 (stereo unspecified),10,-13,-5,1,-0.5,5,-5,-2,2,16
COc1ccc2c(c1)c(C(C)=O)c(C)n2-c1ccccc1OC,19,nt,10,-1,0.1,nt,-3,nt,-10,4
CCOC(=O)c1cc(NC(=O)OC)c(C)nc1C,20,-23,-2,4,0.0,-7,4,-2,7,22
CC(=O)N1C(O)CC(C)N1c1ccccc1 (stereo unspecified),0,-6,0,-4,-0.4,-3,0,-2,-4,8
CC1COc2ccccc2N1C(=O)c1cccnc1Cl (stereo unspecified),-6,0,-4,0,0.1,-4,-11,0,-2,17

# Laid out differently: two of the compounds above
# Every second line gives: aSyn 5UTR inh	KLF5 inh	GSK3 alpha inh	GSK3B inh	HIF act	IEC-6 cytotox	HSF1 activator	HSP90 inh	HSF1 inh	AI-2 QS modul
CCNC(=O)c1ccccc1NC(=O)c1cccc(S(=O)(=O)N2CCOCC2)c1
  13	9	8	-3	-0.3	-8	-10	6	4	9
CC(c1nccs1)N(C)C(=O)CCc1nnc(Cc2c[nH]c3ccccc23)o1 (stereo unspecified)
  19	-31	-4	0	nt	1	nt	6	nt	21

# Further compounds follow.
SMILES,aSyn 5UTR inh,KLF5 inh,GSK3 alpha inh,GSK3B inh,HIF act,IEC-6 cytotox,HSF1 activator,HSP90 inh,HSF1 inh,AI-2 QS modul
CC1C/C(=N\Nc2ccc(S(N)(=O)=O)cc2[N+](=O)[O-])CC(C)(C)C1 (stereo unspecified),36,-13,-1,3,-1.2,3,1,-3,6,21
CN(CC(=O)O)Cc1nc2ccccc2[nH]1,0,-40,-1,-1,-0.2,5,nt,3,nt,23
CC(=O)c1cccc(NC(=O)CSc2nc(=O)n(Cc3ccccn3)c3c2CCC3)c1,3,nt,0,2,0.0,nt,13,nt,2,-2
O=C(O)C1CCN(C(=O)c2csc(-c3ccc4c(c3)CCO4)n2)CC1,2,-22,-2,1,-0.8,4,13,0,-5,17
O=C(NCCCn1ccnc1)C(=O)NCC(c1ccco1)N1CCN(c2ccccc2)CC1 (stereo unspecified),24,-34,0,3,0.2,4,-7,-2,0,0
COc1ccc(S(=O)(=O)/C(C#N)=C/Nc2ccccc2F)cc1,-2,-22,-1,4,-0.7,-3,8,-5,-5,5
COc1ccc(CCNC(=O)CCOc2ccc(C)cc2)cc1OC,-15,-17,3,2,0.0,4,-17,3,-6,16
CC(NS(=O)(=O)c1cccc(Cl)c1)C(=O)N(C)C1CCN(C)CC1 (stereo unspecified),1,-41,-2,3,0.0,-2,-15,2,-5,13
Cc1onc(-c2c(Cl)cccc2Cl)c1NC(=O)NC1CCSC1 (stereo unspecified),-22,-21,2,2,-0.5,-5,3,2,2,18
O=C(COc1ccccc1)Nc1ccc(CN2CCCCC2)cc1,16,-22,-1,-1,0.0,-6,-11,-2,-1,3
COn1c(SC(C)C)nc2ccccc2c1=O,6,14,-6,5,0.4,1,8,7,3,29
